# Screens (PubChem BioAssay)
# NIH3T3 tox = kills NIH 3T3 cells | Potency, µM (top dose mostly 96.7 µM), inactives show at the highest dose activity change, negative = cytotoxicity, hits mostly inhibitors | NIH 3T3 viability, CellTiter-Glo ATP luminescence, 48-72 h | hit rate 4.3% among 94,000; further: potency means the concentration at half of the fitted maximal effect; nearly all actives have a fitted effect of over 55% in size
#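 Mouse fibroblast NIH 3T3 cells, 400 per well, received compound via pintool and were incubated for 48 or 72 hr prior to CellTiter-Glo ATP luminescence measurement.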
# SNCA viab count = cell viability loss counter-screen | HEK-293-SNCA-luc viability, GF-AFC fluorescence, 24 h | Potency, µM (series often up to 57.1 µM), without a hit: at the highest dose activity change, negative = cytotoxicity, hits mostly cytotoxic | hit rate 0.12% among 150,000;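 further: potency means the concentration at half of the fitted maximal effect; 0% = DMSO-treated cells and -100% = medium-only wells without cells; nearly all actives have a fitted effect of over 30% in size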
#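 HEK-293-SNCA-luc cells (1500/well) plated 24 h, then exposed 24 h to a dilution series; GF-AFC added 30 min at 37C, fluorescence 405/540 nm; normalised to medium-only and DMSO wells, Hill fit.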
# HEK cytotox = cytotoxic compounds in HEK 293 cells. HEK 293 viability, ATP luminescence (CellTiter-Glo), 48-72 h. Potency, µM (top dose mostly 115 µM), without a hit: top-dose activity change, negative = cytotoxicity, usual class: inhibitors. hit rate 6.6% among 94,000; further: potency means the concentration at half of the fitted maximal effect; nearly all actives have a fitted effect of over 60% in size
#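 HEK 293 seeded at 250 cells/well receive compound via pintool. After 48 or 72 hr at 37 degree Celsius, 5% CO2 and 95% humidity, CellTiter-Glo is dispensed and luminescence read following 10 min at room temperature.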
# SNCA expr inh = inhibitors of alpha-synuclein (SNCA) gene expression; hit rate 0.17% among 140,000; HEK-293 SNCA-luciferase knock-in, luminescence, 24 h; AID 1671194; Potency, µM (doses to about 57.2 µM), inactives show top-dose activity change, negative = inhibition, usual class: inhibitors;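 further: potency means the concentration at half of the fitted maximal effect; plate controls were DMSO cells for no effect and cell-free wells for full effect; nearly all actives have a fitted effect of over 45% in size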
# GPT2 inh = GPT2 alanine aminotransferase inhibition; Q8TD30; Potency, µM (top dose mostly 57.7 µM), for inactives: at the highest dose activity change, negative = inhibition, usual class: inhibitors; hit rate 0.25% among 100,000; Recombinant GPT2, coupled pyruvate oxidase/HRP Amplex Red fluorescence; further: potency means the concentration at half of the fitted maximal effect; nearly all actives have a fitted effect of over 60% in size; many of its hits are not listed in these tables
# Target sequence (Q8TD30 whole entry, looked up): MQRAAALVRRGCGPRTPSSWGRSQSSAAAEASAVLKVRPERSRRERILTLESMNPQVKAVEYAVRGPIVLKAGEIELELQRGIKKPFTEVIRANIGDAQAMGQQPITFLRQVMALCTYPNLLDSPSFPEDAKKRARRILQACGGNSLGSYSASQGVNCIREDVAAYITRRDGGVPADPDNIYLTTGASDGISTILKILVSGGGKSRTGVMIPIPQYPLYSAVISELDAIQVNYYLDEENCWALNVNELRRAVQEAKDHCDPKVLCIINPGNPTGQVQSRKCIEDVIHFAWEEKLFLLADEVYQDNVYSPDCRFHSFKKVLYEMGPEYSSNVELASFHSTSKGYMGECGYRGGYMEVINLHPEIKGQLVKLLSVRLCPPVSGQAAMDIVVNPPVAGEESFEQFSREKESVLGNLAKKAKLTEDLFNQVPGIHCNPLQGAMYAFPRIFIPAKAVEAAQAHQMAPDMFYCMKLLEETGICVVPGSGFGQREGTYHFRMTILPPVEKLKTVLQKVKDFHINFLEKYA
#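 Inhibition is scored from Amplex Red fluorescence generated when pyruvate oxidase and HRP act on pyruvate released by GPT2. Reactions contain 10ng/uL enzyme, 250uM a-KG and 2mM L-alanine and run 30 min at room temperature.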
# IP6K1 inhibitor = inhibitors of human IP6K1; hit rate 0.81% among 140,000; activity change, % (series mostly up to about 58 µM); IP6K1 kinase, ADP-Glo luminescence, 2 h; stronger effect = lower value; Q92551; in the data active means activity change below about -25%
#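 ADP-Glo luminescence measures ADP made by human IP6K1 during a 2 h RT reaction with ATP/IP6 (mix at 1.3 mM/130 uM); top library doses 57.5 and 19.1 uM final.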
# FLuc inh = inhibitors of firefly (Photinus pyralis) luciferase; P08659; purified P. pyralis luciferase, luminescence, biochemical; Potency, µM (doses to about 115 µM), for the others: top-dose activity change, negative = inhibition, actives largely listed as inhibitors; hit rate 2.5% among 76,000; AID 1347043; further: potency means the concentration at half of the fitted maximal effect; nearly all actives have a fitted effect of over 65% in size
# Target sequence (P08659 whole entry, looked up): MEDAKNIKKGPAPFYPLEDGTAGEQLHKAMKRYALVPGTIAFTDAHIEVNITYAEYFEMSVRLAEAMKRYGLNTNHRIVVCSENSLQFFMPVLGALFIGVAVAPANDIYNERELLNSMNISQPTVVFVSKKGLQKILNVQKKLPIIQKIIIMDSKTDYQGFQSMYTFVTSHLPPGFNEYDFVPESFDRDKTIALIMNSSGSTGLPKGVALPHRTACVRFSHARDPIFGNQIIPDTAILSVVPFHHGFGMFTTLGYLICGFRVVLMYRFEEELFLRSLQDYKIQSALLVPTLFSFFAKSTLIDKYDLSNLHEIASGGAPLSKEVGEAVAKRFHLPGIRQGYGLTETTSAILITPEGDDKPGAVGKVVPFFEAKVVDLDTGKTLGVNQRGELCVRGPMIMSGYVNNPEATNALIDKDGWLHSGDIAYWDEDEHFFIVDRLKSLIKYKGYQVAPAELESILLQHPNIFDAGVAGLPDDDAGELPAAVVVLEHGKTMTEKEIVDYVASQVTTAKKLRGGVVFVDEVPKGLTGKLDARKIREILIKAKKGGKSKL
#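 Cell-free enzyme assay, 10nM P. pyralis luciferase, luciferin and ATP each at 10uM. Inhibition profiled over a 6-point titration, read as luminescence.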
# * = called active by the depositor; i = inactive; ? = inconclusive; / = not tested or not shown; [ ] = another dose, or the depositor's remark. Unless noted, the call rests on the fitted dose curve; in most records, active means well fitted curve in the direction sought with a large enough effect; inconclusive means small, poorly fitted or top-dose-only effect, or another doubt; inactive means no such curve, though single readings can be large; an effect the other way counts as inactive or inconclusive. Unless noted, on the % scale 0 is the no-effect control and ±100 the full control effect. An unsorted share of the library; about 7.7% have a hit in one of these screens.
mol	SNCA expr inh	IP6K1 inhibitor	HEK cytotox	NIH3T3 tox	SNCA viab count	FLuc inh	GPT2 inh
COc1ccccc1NCc1cccn1-c1nnc(N2CCCCCC2)s1	77%[activator]	14	/	/	0%	/	/
Cc1ccc(CNC(=O)c2ccc(Cn3c(SCc4ccc(F)cc4)nc4cccnc43)cc2)o1	134%[activator]	4	/	/	?	/	/
CCOc1cc(/C=C(\C#N)C(=O)Nc2ccc(C)cc2)ccc1OCc1cc(=O)n2nc(CC)sc2n1	-15%	8	/	/	-7%	/	/
COc1ccc(NC(=O)C2CCN(S(=O)(=O)c3cc(-c4noc(C)n4)ccc3C)CC2)cc1	2%	-22	/	/	7%	/	/
CS(=O)(=O)c1ccc(OC[C@H]2C[C@@H](NC(=O)Nc3ccccc3)[C@H](O)[C@@H]2O)cc1	-12%[87.6 µM]	-6	-6%[172 µM]	-17%[138 µM]	4%[87.6 µM]	-4%[172 µM]	-15%[88.5 µM]
COc1ccc(-c2cc3c(=O)n(CCNC(=O)c4n[nH]c5c4CCCC5)ccn3n2)cc1	25%	-3	-13%	-2%	-8%	?	2%
O=C(C1CCCC1)N1CCC(CCOc2ccc(F)cc2)C1 (centres undefined)	22%	23	?	?	1%	10%	-6%
CCn1cc(C(=O)N2CCN(c3ccccc3OC)CC2)c(=O)c2cc(S(=O)(=O)N3CCC(C)CC3)ccc21	-9%	7	/	/	-10%	/	/
C/C=C(\C)C(=O)O[C@@H](C)[C@H]1CC[C@]2(O)C3CCC4C[C@@H](OC5CC(OC)C(OC6CC(OC)C(OC7CC(OC)C(OC8OC(C)C(OC9OC(CO)C(O)C(O)C9O)C(OC)C8O)C(C)O7)C(C)O6)C(C)O5)CC[C@]4(C)C3[C@H](O)[C@@H](O)[C@]12C (some centres undefined)	/	-5	/	/	-2%[12.5 µM]	/	i[11.5 µM]
CCc1cnc2c(c1SCC(=O)Nc1ccc(C(=O)OC)cc1)c(=O)n(C)c(=O)n2C	28%	-3	/	/	-13%	/	/
CC1=C(C(=O)Nc2ccccc2)C(c2ccc(O)cc2)n2nc(-c3ccc(Cl)cc3)nc2N1 (centres undefined)	?	13	/	/	?	/	/
O=C([C@@H]1C[C@H](Oc2ccccc2)CN1C(=O)C1CCC1)N1CCCC1	-4%	14	?	-4%	-14%	-1%	i
COc1ccc(CC(=O)Nc2ccc([C@H]3OCC(=O)N(C4CCOCC4)[C@@H]3CO)cc2)cc1	-25%	-5	i	-1%	3%	11%	i
CC(O)c1cc2n(n1)CCCN(Cc1cccc(OC3CCCC3)c1)C2 (centres undefined)	10%	5	?	?	-1%	-5%	i
CN(Cc1cccc2ccccc12)C1CCc2ccccc21 (centres undefined)	42%[activator][87.6 µM]	-1	2%[172 µM]	-20%[138 µM]	3%[87.6 µM]	-19%[172 µM]	i
Cc1cccc(C)c1NC(=O)CN1C(=O)c2cccc3cccc1c23	-20%	13	/	/	13%	/	/
Cc1ccc(NC(=O)N[C@@H](Cc2ccccc2)C(=O)N2CCCOCCNC(=O)CC2)cc1C	0%	-3	-30%	-19%	-9%	-16%	4%
COc1ccc(-n2ncc3c2ncn2nc(-c4ccc(OC)c(OC)c4)nc32)cc1	-9%	-4	/	/	-1%	/	/
O=C1CCC2(C(=O)NCCN3CCOCC3)CCCC=C2N1c1ccccc1 (centres undefined)	8%	4	-19%	-11%	-3%	-8%	i
COCCNC(=O)C1(C)CCCc2cnc(Nc3ccccc3)nc21 (centres undefined)	-2%[87.6 µM]	17	?	?	-15%[87.6 µM]	13%[172 µM]	-15%[88.5 µM]
O=C(c1ccc(F)c(F)c1)N1CCN(C(=O)c2nnn3c2COC(c2ccccc2)C3)CC1 (centres undefined)	-16%	-10	?	?	-2%	0%	i
CCCc1noc(-c2cn(C3CCN(C(=O)Cc4cccc(F)c4)CC3)nn2)n1	-9%	7	-16%	-21%	-1%	19%	0%
O=C(CCCCn1c(=O)c2ccccc2n(Cc2ccc(Cl)cc2)c1=O)NCc1ccccc1Cl	21%	5	/	/	-10%	/	/
O=C(CSc1nc2c([nH]c3ccccc32)c(=O)n1-c1cccc(Cl)c1)NCc1ccccc1	4%	-4	/	/	-15%	/	/
O=C(NCc1ccc(Cl)cc1)c1ccc2nnc(-c3ccc(F)cc3)n2c1	7%	-5	?	?	-12%	/	i
CN(C)C[C@H]1C[C@@H](CO)CN(C(=O)CN2CCC(c3ccccc3)CC2)C1	15%	12	-24%	-28%	6%	0%	-13%
CCC(CC)C(=O)Nc1ccc([C@H]2OCC(=O)N(C)[C@@H]2CO)cc1	4%[87.6 µM]	0	i	1%[174 µM]	-2%[87.6 µM]	-2%[172 µM]	0%[88.5 µM]
O=C(Nc1ccc([C@@H](O)[C@H]2COCC(=O)N2Cc2ccc(F)cc2)cc1)c1ccnc(Cl)c1	-29%	1	?	?	-11%	4%	-4%
N#C/C(=C\c1ccc(Cl)cc1Cl)c1nc(-c2cccc(Cl)c2)cs1	-4%	21	/	/	7%	/	/
O=S(=O)(Cc1ccccc1)N[C@H]1CO[C@H]2[C@@H]1OC[C@@H]2Nc1nccc(-c2cccc(F)c2)n1	?	6	32µM*	?	?	-11%	-8%

# Two compounds from above, showing only HEK cytotox.
Structure | HEK cytotox
COc1ccc(-c2cc3c(=O)n(CCNC(=O)c4n[nH]c5c4CCCC5)ccn3n2)cc1 | -13%
O=C(C1CCCC1)N1CCC(CCOc2ccc(F)cc2)C1 (centres undefined) | ?

# Next results follow.
mol	SNCA expr inh	IP6K1 inhibitor	HEK cytotox	NIH3T3 tox	SNCA viab count	FLuc inh	GPT2 inh
Cc1ccc(S(=O)(=O)c2cn(CC(=O)Nc3ccc(Cl)cc3)c3ccc(F)cc3c2=O)cc1C	9%	2	/	/	0%	/	/
Cn1nnnc1SCCCNCc1cc(Br)ccc1OCc1ccccc1F	14%	9	/	/	-21%	/	/
Cc1cccc(-c2nc3c4ccccc4n(Cc4cccc(Cl)c4)c(=O)n3n2)c1	-1%	5	/	/	1%	/	/
COc1cccc(CNC(=O)c2noc(-c3ccc(C)cc3)n2)c1	82%[activator]	0	-12%	-22%	2%	28µM*	3%
COc1ccc2c(c1)CCc1c(C(=O)Nc3ccc(OC)cc3OC)noc1-2	7%	-5	/	/	-1%	/	/
Cc1cccc(CCNC(=O)C2CCC(CNS(=O)(=O)c3c(C)cc(C)cc3C)CC2)c1 (centres undefined)	?	-3	/	/	-21%	/	/
Cc1ccc(C(=O)N2CCC3(CC2)CC(=O)c2ccccc2O3)cc1	-11%	7	?	?	?	-10%	-15%
C/C1=C\CC[C@]2(C)O[C@H]2C(=O)c2c(C)coc2C1	/	13	/	/	35%	/	i
COc1ccc(CCO[C@@H]2CCCC[C@H]2N2CC[C@@H](O)C2)cc1OC	/	-10	/	/	-5%	/	5%
COc1cccc(CNC(=O)C2CCc3nnc(CNC(=O)NC(C)(C)C)n32)c1 (centres undefined)	-1%	-8	-18%	-20%	-4%	/	i
Cc1cccc(Cn2cnc3c(cnn3-c3ccc(Cl)cc3)c2=O)c1	9%	41	/	/	8%	/	/
COc1cccc(-c2noc(CCCC(=O)N[C@H]3C[C@@H]4OCC[C@H]34)n2)c1	-10%	5	-12%	-12%	6%	-7%	-4%
Cc1ccc(C(=O)NC[C@H]2O[C@@H](CC(=O)N3CCN(c4ccccn4)CC3)[C@H](O)[C@@H]2O)cc1	7%	23	-11%	-2%	-6%	3%	-24%
C[C@H]1C[C@H](O)c2ccsc2S1(=O)=O	-32%[25.6 µM]	11	/	/	14%[23.9 µM]	/	-8%
O=C(Nc1ccc(Cl)cc1)c1nc2c(o1)CCN(Cc1cc(F)ccc1F)CC2	1%[87.6 µM]	-2	?	?	-12%[87.6 µM]	-13%[172 µM]	i
CS(=O)(=O)c1ccc(-c2cnc([C@@H]3COCCN3C3CCNCC3)[nH]2)cc1	12%[87.6 µM]	22	1%[172 µM]	2%[174 µM]	-12%[87.6 µM]	-1%[172 µM]	?
O=C(Cc1ccccc1)N1CCC(c2noc(-c3cnccn3)n2)C1 (centres undefined)	-9%	-9	-5%	-15%	-6%	2%	-14%
Cc1cc(C)c(C#N)c(-c2ccc(C(C)N3CCOCC3)cc2)n1 (centres undefined)	-3%	1	?	?	-17%	0%	2%
CC(C)C(=O)N1Cc2ccccc2CC2(CCCCN2Cc2ccncc2)C1 (centres undefined)	-14%	-9	?	-15%	-4%	/	i
O=C(NC[C@H]1OC[C@@H](NC2CCCCC2)[C@@H]1O)c1ccncc1	6%[87.6 µM]	1	5%[172 µM]	i	1%[87.6 µM]	-1%[172 µM]	-3%[88.5 µM]
Cc1nn(C)c2ncc(C(=O)O)c(NC3CC(c4cc(=O)[nH]cn4)C3)c12 (centres undefined)	-25%	7	i	i	-11%	10%	1%
O=C(Nc1ccc(F)cc1)C1CCN(C(=O)c2ncn3c2COC(c2ccc(F)cc2)C3)CC1 (centres undefined)	71%[activator]	0	0%	-17%	-7%	32µM*	i
COC[C@H]1CCCN1Cc1nc(C2(O)CCN(CCC(C)C)CC2)cs1	4%[87.6 µM]	19	?	-8%[174 µM]	-15%[87.6 µM]	4%[172 µM]	-8%[88.5 µM]
O=C(NC1CCN(c2cc(-c3cccs3)[nH]n2)C1)c1cccc(Cl)c1 (centres undefined)	-5%	14	40µM*	?	-12%	4%	?
CNC(=O)C1(N2CCC[C@H]2C(=O)N2CCC[C@@H]2COC)CCCCC1	-11%[87.6 µM]	10	-12%[172 µM]	-16%[138 µM]	5%[87.6 µM]	-9%[172 µM]	1%[88.5 µM]
COc1cc(OC)c(NC(=O)CN2C(=O)NC3(CCC(C)CC3)C2=O)cc1Cl (centres undefined)	-16%	-3	-26%	-13%	3%	-1%	3%
COc1cccc(C(=O)N2CCN(c3nc4ncccc4o3)CC2)c1	-16%[87.6 µM]	7	-8%[172 µM]	-19%[138 µM]	-1%[87.6 µM]	-11%[172 µM]	i
Clc1ccc(CNC[C@H]2Cn3c(-c4cccc(Cl)c4)cnc3CO2)cc1	?	9	63µM*	45µM*	?	13%[172 µM]	-14%[88.5 µM]
O=C(c1ccc(Cn2ccnc2)o1)N1CC2CC(C1)[C@H]1CCCC(=O)N1C2 (some centres undefined)	?	35	2%	i	0%	7%	i
CC1CCN(CC2CCCN(C(=O)c3ccncc3)CC2)CC1 (centres undefined)	9%	-4	i	-20%	1%	-6%	1%
COCc1ccc2c(c1)c(OC(C)(C)C(=O)NC1CC1)nn2CCC(C)C	-39%[87.6 µM]	-7	?	?	-1%[87.6 µM]	-1%[172 µM]	i
CC(CN1CC2(CCN(C(=O)CN3C(=O)CNC3=O)CC2)OC1=O)c1ccccc1 (centres undefined)	9%	37	4%	i	-3%	1%	-2%
